Bioassay records deposited in PubChem BioAssay by several laboratories.
TPT1 inh – inhibitors of Candida albicans tRNA 2'-phosphotransferase TPT1; recombinant caTPT1, FP RNA substrate dephosphorylation; inhibition, % at 5 µM; hit rate 0.81% among 300,000; AID 1962;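 active = inhibition above the mean of all tested compounds plus 3 SD, set per screening campaign, cut at about 24% in these data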;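 also: plate controls were DMSO alone for no effect and ferristatin control at 100 nM for full effect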
GLD-1 TGE inh – GLD-1-TGE RNA interaction inhibition (C. elegans); Q17339; purified GLD-1 + fluorescein TGE RNA, fluorescence polarization; inhibition, % at 5.96 µM; hit rate 0.44% among 320,000;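 active = percent inhibition above a per-plate cutoff, the plate mean of test compounds plus 3 SD, cut at about 30% in these data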;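 also: 0% = DMSO wells with GLD-1 and probe and 100% = wells lacking GLD-1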
GSTO1 counter – GSTO1 inhibition, counter-screen for RBBP9 inhibitors; recombinant GSTO1, activity-based probe fluorescence polarization; hit rate 1.1% among 300,000; P78417; inhibition, % at 5.96 µM;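 active = inhibition above the campaign mean inhibition plus 3 SD, cut at about 35% in these data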;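 also: 0% = GSTO1-1 with DMSO and 100% = wells lacking GSTO1-1 enzyme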
Target sequence (P78417 whole entry, looked up): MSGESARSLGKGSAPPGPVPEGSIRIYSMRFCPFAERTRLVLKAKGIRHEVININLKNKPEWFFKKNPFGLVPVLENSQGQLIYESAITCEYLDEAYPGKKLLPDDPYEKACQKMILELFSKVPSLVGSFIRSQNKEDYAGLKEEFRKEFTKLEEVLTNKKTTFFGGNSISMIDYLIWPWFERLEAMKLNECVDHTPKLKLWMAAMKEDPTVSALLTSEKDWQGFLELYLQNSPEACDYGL
MCL1-BIM inh – inhibitors of human MCL1 binding to BIM-BH3 peptide | inhibition, % at 10.9 µM | hit rate 0.68% among 320,000 | Q07820 | AID 2057 | GST-MCL1 / FITC-Bim-BH3 fluorescence polarization;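 active = inhibition above the mean inhibition of all tested compounds plus 3 SD, set per campaign, cut at about 40% in these data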;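 also: 0% = DMSO wells and 100% = unlabeled Bim-BH3 peptide control; higher means more loss of mP so more displacement of Bim peptide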
MEX-5 binding – C. elegans MEX-5 TCR-2 RNA binding activity; hit rate 0.38% among 300,000; Q9XUB2; activity score (negative = inhibition of binding), % at 10 µM; MEX-5/FITC-TCR2 RNA binding, fluorescence polarization; stronger effect = lower value; AID 1832;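 active = inhibition past about -25% in most replicates, and total fluorescence under double the plate's negative control median, limit read from the data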;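 also: 0% = DMSO and -100% = 5 µM competing unlabeled TCR2 RNA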
PAD4 inh – PAD4 (human) enzyme inhibition | AID 485272 | inhibition, % at 6.36 µM | Q9UM07 | hit rate 0.41% among 330,000 | recombinant PAD4, RCA probe fluorescence polarization;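 active = percent inhibition above a cutoff equal to the mean of all tested compounds plus 3 SD, cut at about 15% in these data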;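 also: 0% = PAD4 with RCA probe and DMSO and 100% = probe without PAD4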
Fam108B inh – blocks mouse Fam108B hydrolase in RBBP9 counter-screen; recombinant Fam108B, FP-Rh probe fluorescence polarization; hit rate 0.33% among 300,000; AID 1947; inhibition, % at 9.51 µM;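 active = inhibition above the screen mean inhibition plus 3 SD, computed separately per campaign, cut at about 18% in these data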;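 also: inhibitors lower polarization as less probe binds the enzyme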
Bcl-xL primary – Bcl-xL (human) inhibition | Q07817 | hit rate 0.7% among 320,000 | AID 2129 | GST-Bcl-xL / FITC-Bim BH3 peptide fluorescence polarization | inhibition, % at 10.9 µM;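 active = inhibition above the mean of all tested compounds plus 3 SD, cutoff set per campaign, cut at about 30% in these data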;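 also: 0% = DMSO wells and 100% = unlabeled Bim-BH3 peptide competitor; inhibitors lower millipolarization by displacing the labeled peptide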
Target sequence (Q07817 whole entry, looked up): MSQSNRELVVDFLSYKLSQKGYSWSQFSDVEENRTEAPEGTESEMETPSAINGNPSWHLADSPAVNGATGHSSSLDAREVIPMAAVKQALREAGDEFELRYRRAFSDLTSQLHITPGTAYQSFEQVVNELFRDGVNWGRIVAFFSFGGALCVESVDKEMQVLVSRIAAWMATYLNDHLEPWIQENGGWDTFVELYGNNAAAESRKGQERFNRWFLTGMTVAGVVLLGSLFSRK
PME-1 inh – blocks human protein phosphatase methylesterase 1 | recombinant PME-1, FP-Rh probe fluorescence polarization | AID 2130 | inhibition, % at 5.9 µM | hit rate 0.53% among 320,000;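 active = inhibition above the campaign mean of all compounds plus 3 SD, cut at about 26% in these data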;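 also: competitive labeling of PME-1 active site by serine hydrolase directed probe; 0% = PME-1 with DMSO and 100% = wells lacking PME-1 enzyme; inhibitors block probe labeling so polarization falls and inhibition rises; many of its hits are not listed in these tables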
Target sequence (Q9Y570 whole entry, looked up): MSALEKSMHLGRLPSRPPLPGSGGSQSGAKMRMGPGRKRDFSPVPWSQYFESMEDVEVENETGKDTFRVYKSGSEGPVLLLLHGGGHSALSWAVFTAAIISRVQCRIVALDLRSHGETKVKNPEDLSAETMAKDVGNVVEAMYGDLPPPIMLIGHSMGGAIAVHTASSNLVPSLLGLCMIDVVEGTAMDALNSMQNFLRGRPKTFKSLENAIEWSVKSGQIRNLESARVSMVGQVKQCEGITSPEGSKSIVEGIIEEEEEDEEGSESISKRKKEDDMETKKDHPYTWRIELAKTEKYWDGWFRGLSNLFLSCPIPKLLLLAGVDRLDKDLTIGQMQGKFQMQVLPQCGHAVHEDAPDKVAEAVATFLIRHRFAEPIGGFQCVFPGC
* hit, by the source's call.

How did CC(C)c1ccc(O)c(C(=O)c2cnn(-c3ccccc3)c2)c1 do in these assays?
TPT1 inh: -1.5; GLD-1 TGE inh: 0.5; GSTO1 counter: -0.8; MCL1-BIM inh: 6.7; MEX-5 binding: -1.6; PAD4 inh: 2.6; Fam108B inh: -6.6; Bcl-xL primary: 2.5; PME-1 inh: -4.3

Results for COc1ccc(CNC(=O)CN2C(=O)CC(c3ccccc3)=Nc3ccccc32)cc1 ?
TPT1 inh: -1.1; GLD-1 TGE inh: -1.3; GSTO1 counter: 13.9; MCL1-BIM inh: 3.9; MEX-5 binding: 0.0; PAD4 inh: 0.2; Fam108B inh: 5.1; Bcl-xL primary: 4.2; PME-1 inh: -2.9

How did Cc1noc(C)c1CSc1nnc(-c2cc(Cl)ccc2Cl)n1N do in these assays?
TPT1 inh: -1.5; GLD-1 TGE inh: 4.2; GSTO1 counter: 6.5; MCL1-BIM inh: 2.0; MEX-5 binding: 2.1; PAD4 inh: 1.5; Fam108B inh: -4.1; Bcl-xL primary: -3.2; PME-1 inh: -3.1

Results for O=C(O)c1cnn(-c2ccccc2)c1-c1ccccc1 ?
TPT1 inh: 1.9; GLD-1 TGE inh: 5.1; GSTO1 counter: -4.3; MCL1-BIM inh: 3.9; MEX-5 binding: -0.8; PAD4 inh: -1.9; Fam108B inh: -0.2; Bcl-xL primary: 5.0; PME-1 inh: -7.6

What do the screens show for `CC(C)(C)c1nnc(NC(=S)Nc2ccccc2)s1`?
TPT1 inh: -1.2; GLD-1 TGE inh: 8.2; GSTO1 counter: 10.8; MCL1-BIM inh: 11.7; MEX-5 binding: 1.9; PAD4 inh: -2.2; Fam108B inh: 0.7; Bcl-xL primary: 5.3; PME-1 inh: -0.3

What do the screens show for `CCn1c(SCc2ccc(C)cc2)nnc1-c1cnccn1`?
TPT1 inh: -0.3; GLD-1 TGE inh: 4.2; GSTO1 counter: -0.9; MCL1-BIM inh: -2.5; MEX-5 binding: 0.2; PAD4 inh: 3.1; Fam108B inh: -3.0; Bcl-xL primary: -6.0; PME-1 inh: 0.7

Results for Cc1cc(C)nc(SCc2nnc(SCc3ccc([N+](=O)[O-])cc3)n2Cc2ccco2)n1 ?
TPT1 inh: 1.8; GLD-1 TGE inh: 3.4; GSTO1 counter: 1.3; MCL1-BIM inh: 0.8; MEX-5 binding: 0.9; PAD4 inh: -4.4; Fam108B inh: -1.6; Bcl-xL primary: 0.8; PME-1 inh: 5.4

How did Cc1cc(C)cc(-n2c(SCC(=O)NCc3ccc4c(c3)OCO4)nc3ccccc3c2=O)c1 do in these assays?
TPT1 inh: 0.8; GLD-1 TGE inh: 2.2; GSTO1 counter: -0.3; MCL1-BIM inh: 1.6; MEX-5 binding: 1.6; PAD4 inh: -3.0; Fam108B inh: 3.7; Bcl-xL primary: 2.9; PME-1 inh: -10.8

What do the screens show for `c1ccc(Cn2nnc3c(Nc4ccc5c(c4)OCO5)nc(C4CC4)nc32)cc1`?
TPT1 inh: 2.4; GLD-1 TGE inh: 8.1; GSTO1 counter: 4.6; MCL1-BIM inh: 7.3; MEX-5 binding: 0.7; PAD4 inh: -2.9; Fam108B inh: 8.9; Bcl-xL primary: -3.7; PME-1 inh: 4.4

Results for CCOc1ccc(N(CC(=O)NC(C)CC)S(C)(=O)=O)cc1 (configuration not stated) ?
TPT1 inh: -1.6; GLD-1 TGE inh: 6.2; GSTO1 counter: 9.0; MCL1-BIM inh: 3.4; MEX-5 binding: 0.0; PAD4 inh: 2.9; Fam108B inh: -2.5; Bcl-xL primary: 7.1; PME-1 inh: -11.5

What do the screens show for `CN1CCN(c2nc(NCc3ccco3)nc(N)c2[N+](=O)[O-])CC1`?
TPT1 inh: -2.3; GLD-1 TGE inh: 9.0; GSTO1 counter: 5.5; MCL1-BIM inh: -5.2; MEX-5 binding: 2.2; PAD4 inh: 1.1; Fam108B inh: 0.1; Bcl-xL primary: -1.9; PME-1 inh: -4.4

Results for N=c1ccn(Cc2cccc(Cl)c2)cc1 ?
TPT1 inh: 1.3; GLD-1 TGE inh: 0.3; GSTO1 counter: -9.4; MCL1-BIM inh: -1.8; MEX-5 binding: -1.0; PAD4 inh: -4.9; Fam108B inh: 0.9; Bcl-xL primary: -1.1; PME-1 inh: -0.8

How did Cc1ccccc1N1CCN(C(=O)CN2C(=O)c3ccccc3C2=O)CC1 do in these assays?
TPT1 inh: -1.4; GLD-1 TGE inh: 5.4; GSTO1 counter: 1.8; MCL1-BIM inh: 6.3; MEX-5 binding: -0.3; PAD4 inh: 0.6; Fam108B inh: 4.1; Bcl-xL primary: 1.5; PME-1 inh: 0.0

What do the screens show for `CCCc1cc(C(=O)Cc2nc3ccccc3s2)c(O)cc1O`?
TPT1 inh: -0.4; GLD-1 TGE inh: 0.3; GSTO1 counter: 5.6; MCL1-BIM inh: 11.1; MEX-5 binding: -4.1; PAD4 inh: 2.4; Fam108B inh: 2.8; Bcl-xL primary: 10.7; PME-1 inh: 6.8

How did O=C(NCc1ccco1)c1ccc(CNc2c(N3CCCCC3)c(=O)c2=O)cc1 do in these assays?
TPT1 inh: -6.7; GLD-1 TGE inh: -7.3; GSTO1 counter: 0.9; MCL1-BIM inh: 7.2; MEX-5 binding: 1.4; PAD4 inh: 5.0; Fam108B inh: 1.2; Bcl-xL primary: 6.5; PME-1 inh: -0.3

Results for O=C(Nc1ncc2c(n1)CC(c1ccco1)CC2=O)c1ccco1 (configuration not stated) ?
TPT1 inh: -1.8; GLD-1 TGE inh: 6.4; GSTO1 counter: 13.7; MCL1-BIM inh: 12.9; MEX-5 binding: 0.6; PAD4 inh: -4.7; Fam108B inh: -0.8; Bcl-xL primary: 8.0; PME-1 inh: -2.8

Results for O=C(CSc1nnc(-c2cccnc2)n1Cc1ccco1)N1c2ccccc2Sc2ccccc21 ?
TPT1 inh: 0.0; GLD-1 TGE inh: 0.6; GSTO1 counter: -1.2; MCL1-BIM inh: -0.1; PAD4 inh: -1.9; Fam108B inh: -4.2; Bcl-xL primary: 7.4; PME-1 inh: -1.9

What do the screens show for `O=C(O)c1ccccc1-c1ccccc1C(=O)Nc1ccccc1-c1ccccc1`?
TPT1 inh: 3.9; GLD-1 TGE inh: -2.6; GSTO1 counter: 2.6; MCL1-BIM inh: -1.1; MEX-5 binding: -4.2; PAD4 inh: 5.7; Fam108B inh: -1.8; Bcl-xL primary: 0.9; PME-1 inh: -0.1

What do the screens show for `CCc1ccnc(NS(=O)(=O)c2ccc3c(c2)CCO3)c1`?
TPT1 inh: -0.4; GLD-1 TGE inh: -4.4; GSTO1 counter: 8.1; MCL1-BIM inh: 2.8; MEX-5 binding: -0.2; PAD4 inh: 6.1; Fam108B inh: 5.2; Bcl-xL primary: 2.9; PME-1 inh: 0.5

How did COc1cccc(CNC(=O)CN(C)S(=O)(=O)c2cnc[nH]2)c1 do in these assays?
TPT1 inh: -1.1; GLD-1 TGE inh: 0.6; GSTO1 counter: 2.1; MCL1-BIM inh: 1.8; MEX-5 binding: 0.5; PAD4 inh: -3.3; Fam108B inh: -1.8; Bcl-xL primary: 0.6; PME-1 inh: -1.8

What do the screens show for `O=C(Nc1ccccc1F)c1ccccc1C(=O)Nc1ccccc1F`?
TPT1 inh: -1.1; GLD-1 TGE inh: 0.4; GSTO1 counter: 0.2; MCL1-BIM inh: 2.6; MEX-5 binding: 1.1; PAD4 inh: -0.2; Fam108B inh: 2.7; Bcl-xL primary: 4.0; PME-1 inh: -2.7

How did O=C(NC1=NCCS1)c1cc(-c2ccc(F)cc2)nc2ccccc12 do in these assays?
TPT1 inh: -7.2; GLD-1 TGE inh: -2.0; GSTO1 counter: -1.9; MCL1-BIM inh: 14.8; MEX-5 binding: -2.1; PAD4 inh: 5.2; Fam108B inh: -2.9; Bcl-xL primary: 5.2; PME-1 inh: 0.1

Results for COC(=O)CSc1nnc(COc2cccc3ccccc23)o1 ?
TPT1 inh: -0.3; GLD-1 TGE inh: -0.7; GSTO1 counter: 9.9; MCL1-BIM inh: 19.5; MEX-5 binding: 2.6; PAD4 inh: -0.3; Fam108B inh: -1.3; Bcl-xL primary: 6.2; PME-1 inh: -0.5

What do the screens show for `COc1ccc(CN(C(=O)c2cc3ccccc3oc2=O)C2CCCC2)cc1`?
TPT1 inh: 3.3; GLD-1 TGE inh: 2.3; GSTO1 counter: 1.1; MCL1-BIM inh: 0.0; MEX-5 binding: -1.2; PAD4 inh: -2.7; Fam108B inh: 0.2; Bcl-xL primary: 2.4; PME-1 inh: -3.4

Results for COc1ccc2c(=O)c3c(=O)n(-c4ccccc4)c(-c4ccco4)nc3oc2c1 ?
TPT1 inh: 2.5; GLD-1 TGE inh: 7.7; GSTO1 counter: -3.8; MCL1-BIM inh: 3.0; MEX-5 binding: 0.2; PAD4 inh: 1.1; Fam108B inh: -3.1; Bcl-xL primary: -2.9; PME-1 inh: -0.3

How did c1ccc(-c2ccncc2)nc1 do in these assays?
GLD-1 TGE inh: 6.4; MCL1-BIM inh: 6.9; PAD4 inh: 1.5; Bcl-xL primary: 5.2; PME-1 inh: 3.6

Results for COc1ccc(Nc2cc(Nc3ccccc3)ncn2)cc1 ?
TPT1 inh: -3.5; GLD-1 TGE inh: -2.7; GSTO1 counter: 2.8; MCL1-BIM inh: 1.6; MEX-5 binding: -1.0; PAD4 inh: -2.8; Fam108B inh: -1.1; Bcl-xL primary: 1.6; PME-1 inh: 4.1

What do the screens show for `Cc1cc(NC(=O)CSc2nc(Cc3ccc(O)cc3)c(C)[nH]2)no1`?
TPT1 inh: -0.7; GLD-1 TGE inh: 3.5; GSTO1 counter: -0.6; MCL1-BIM inh: 4.8; MEX-5 binding: -0.7; PAD4 inh: -3.9; Fam108B inh: 0.8; Bcl-xL primary: -2.8; PME-1 inh: 2.1

Results for COc1cc2c(cc1OC)-c1cc(NC3CCCCC3)nc(=O)n1CC2 ?
TPT1 inh: -0.6; GLD-1 TGE inh: -0.8; GSTO1 counter: -0.2; MCL1-BIM inh: -3.9; MEX-5 binding: -0.4; PAD4 inh: -3.1; Fam108B inh: -5.5; Bcl-xL primary: 10.0; PME-1 inh: 1.6

What do the screens show for `O=C(/C=C/c1ccccc1)NCCC1=CCCCC1`?
TPT1 inh: -4.5; GLD-1 TGE inh: 4.2; GSTO1 counter: 0.2; MCL1-BIM inh: 6.5; MEX-5 binding: 1.5; PAD4 inh: 2.5; Fam108B inh: 0.1; Bcl-xL primary: 1.4; PME-1 inh: 3.8

Results for N#CC1=C2SCCN2C(=O)C(C#N)C12CCCCC2 (configuration not stated) ?
TPT1 inh: -4.8; GLD-1 TGE inh: 3.8; GSTO1 counter: 7.1; MCL1-BIM inh: 10.1; MEX-5 binding: -1.8; PAD4 inh: 0.5; Fam108B inh: 2.6; Bcl-xL primary: 4.6; PME-1 inh: -3.4

Results for CCn1ncc(Cl)c1C(=O)Nc1ccncc1 ?
TPT1 inh: -2.7; GLD-1 TGE inh: -1.1; GSTO1 counter: 1.1; MCL1-BIM inh: 5.0; MEX-5 binding: 2.4; PAD4 inh: -0.6; Fam108B inh: 0.0; Bcl-xL primary: 3.7; PME-1 inh: -1.4

What do the screens show for `Cc1nc2ccccc2c(=O)n1-c1ccc(NS(=O)(=O)c2ccc(F)cc2F)cc1`?
TPT1 inh: -3.2; GLD-1 TGE inh: -5.9; GSTO1 counter: -1.9; MCL1-BIM inh: 0.3; MEX-5 binding: 0.7; PAD4 inh: 2.2; Fam108B inh: 4.2; Bcl-xL primary: 4.4; PME-1 inh: 4.0

The list is partial. The share of hits here may be higher or lower than overall.
